STAT3 blocker: reduces IL-6 driven STAT3 reporter signal. inhibition, % at 5.5 µM. U3A cells, IL-6 STAT3-luciferase reporter, luminescence; host cell line lacks STAT1. AID 862. 190,000 compounds, 0.89% hits;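 active means inhibition above the mean inhibition across all screened compounds plus 3 SD, cut at about 44% in these data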;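 further: 0% = DMSO only wells and 100% = 100 µM nifuroxazide control wells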
FLuc stim CS: affects firefly luciferase, flagging false hits in luciferase stimulation screens. P08659. activation factor at 10 µM. 200,000 tested, under 10 active. ATPlite luciferase biochemical, luminescence, 10 min; 0 = ATP-free wells, 1 = DMSO control;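 active means luciferase activation factor, scaled between plate controls, of at least 2 with compound at 10 µM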
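test system = cell-free luciferase reagent | medium = PBS as buffer for the ATP substrate | dosing = test compounds dosed from 2 mM stocks in 100% DMSO | incubation = 10 min at ambient temperature | detection = luminescence measurement of luciferase light output | benchmarks = low control with PBS replacing ATP, high control enzyme plus ATP without compound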
FLuc inh counter: counter-screen for luciferase assay inhibitors: firefly luciferase inhibition; P08659; 200,000 compounds, 1.5% hits; ATPLite firefly luciferase biochemical luminescence, 10 min; AID 1006; inhibition, % at 10 µM;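 active means inhibition above about 50% when tested at 10 µM, limit read from the data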
STAT1 activator: STAT1 signaling activation; 200,000 compounds, 2.6% hits; activation (% of control), % at 5.5 µM; AID 932; NIH 3T3 STAT1-luciferase reporter, IFN-gamma, luminescence; 100% = IFN-gamma alone, no compound;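 active means activation above the screen-wide mean activation plus 3 SD, cut at about 130% in these data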;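 further: raw ratio to IFN-gamma control signal so 100% means no change and 0% no light; values of inactives mirror those of a sister screen read the other way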
ROMK mod: human ROMK K+ channel modulation, primary screen. P48048. Tet-inducible ROMK, thallium flux fluorescence; actives lie on both sides. B-score at 10 µM. 130,000 compounds, 2% hits. AID 1918;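 active means signal ratio slope over the read window, or its plate-corrected B-score, at least 3 SD from the plate mean, either direction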;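 further: B-score of the F/F0 ratio slope over 7 to 12 s after thallium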
Target sequence (P48048 whole entry, looked up): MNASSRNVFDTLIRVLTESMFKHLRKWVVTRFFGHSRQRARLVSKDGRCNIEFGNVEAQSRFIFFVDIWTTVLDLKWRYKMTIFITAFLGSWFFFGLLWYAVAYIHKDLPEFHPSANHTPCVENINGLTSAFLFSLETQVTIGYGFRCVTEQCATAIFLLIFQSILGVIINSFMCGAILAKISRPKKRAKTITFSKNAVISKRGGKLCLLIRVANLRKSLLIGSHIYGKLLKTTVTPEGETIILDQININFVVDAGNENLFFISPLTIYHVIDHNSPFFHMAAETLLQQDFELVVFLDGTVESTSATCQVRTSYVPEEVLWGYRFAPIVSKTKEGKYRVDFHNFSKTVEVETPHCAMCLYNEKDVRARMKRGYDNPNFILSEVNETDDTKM
APP 5'UTR act: APP 5'UTR luciferase reporter activation. SH-SY5Y APP 5'UTR luciferase reporter, luminescence; zero percent = DMSO vehicle wells. activation, % at 2 µM. 190,000 compounds, 1% hits. AID 1276;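 active means activation above a set limit, based on mean plus 3 SD of controls, cut at about 140% in these data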; further: values of inactives mirror those of a sister screen read the other way
STAT1 blocker: inhibitors of IFN-gamma induced STAT1 signaling; NIH 3T3 STAT1-luciferase reporter, luminescence; inhibition, % at 5.5 µM; 200,000 compounds, 0.35% hits;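 active means inhibition above a set limit, the mean inhibition across all tested compounds plus 3 SD, cut at about 34% in these data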;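 further: 0% = IFN-gamma with DMSO and 100% = IFN-gamma with 300 µM nifuroxazide; values of inactives mirror those of a sister screen read the other way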
NF-kB neuron act: compounds increasing NF-kB expression in human neuronal cells. NF-kB reporter expression; active compounds read high. fold change at 12.5 µM. 190,000 compounds, 1.6% hits. AID 1239; in the data active means fold change above about 3.3
APP transl inh: APP translation inhibition; AID 1285; inhibition, % at 2 µM; 190,000 compounds, 0.82% hits; SH-SY5Y APP 5'UTR-luciferase reporter, luminescence;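 active means inhibition above a set limit, derived from the sample mean plus 3 SD, cut at about 45% in these data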; further: values of inactives mirror those of a sister screen read the other way
STAT3 activator: activators of IL-6 induced STAT3 signaling; U3A cells, IL-6 STAT3-luciferase reporter, luminescence; 100% = signal with IL-6 EC80 alone; activation (% of control), % at 5.6 µM; 190,000 compounds, 0.91% hits;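 active means activation above the screen-wide mean of compound activation plus 3 SD, cut at about 130% in these data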;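 further: 0% = background luminescence of wells with medium and substrate only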
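Test system: human U3A cells carrying STAT3-luciferase construct; control set: IL-6-only wells as 100% reference; timing: compound pre-incubation 1 h before IL-6, then 6 h stimulation at 37 °C; also added: IL-6 stimulus at 33 ng/mL final; evaluation: % activation versus median of IL-6-stimulated wells; detection: reporter luminescence signal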
* hit, by the source's call; x = not tested or not shown.

The line under a structure holds: STAT1 blocker	STAT1 activator	STAT3 blocker	FLuc stim CS	APP 5'UTR act	NF-kB neuron act	ROMK mod	APP transl inh	STAT3 activator	FLuc inh counter
1. C[N+]1(CC#CC(O)(c2ccccc2)c2ccccc2)CCCC1
    0	100	23	1	-2	1.3	0.034	2	86	-4
2. O=[N+]([O-])c1ccc(Cl)c(S(=O)(=O)NCC2CCCO2)c1 (configuration not stated)
    1	99	-8	1.1	10	1.1	0.019	-10	107	-7
3. CCOc1ccccc1NC(=S)NCCc1ccc(F)cc1
    -6	104	7	1	-6	1.1	0.015	6	100	-3
4. COC(=O)c1[nH]c2ccc(F)cc2c1NC(=O)C1=COCCO1
    -1	101	21	1.1	3	1.2	x	-3	91	-7
5. CC(C)(C)[C@]1(O)CCN2C[C@H]3c4ccccc4CCc4cccc(c43)[C@@H]2C1
    2	98	3	1	2	0.58	x	-2	99	0
6. Cc1noc(C)c1COc1ccc2ccc(=O)oc2c1
    6	93	25	1	-9	1	1.3	9	85	-2
7. C(=C\c1ccccc1)/C=N/Nc1nc2ccccc2[nH]1
    -53	148*	-15	0.4	137*	4.5*	x	-137	108	63*
8. COc1ccc(OC)c(N2Cc3ccccc3C2)c1
    3	97	-13	1	14	0.81	x	-14	112	-3
9. COc1ccc(C)cc1NC(=O)C(OC(=O)c1ccc(Cl)c(S(=O)(=O)N(C)c2ccccc2)c1)c1ccccc1 (configuration not stated)
    -1	101	-6	1	-11	1	x	12	104	-3
10. O=C(CN1C(=O)C2CCCCC2C1=O)Nc1nccs1 (configuration not stated)
    -7	104	5	1	-7	2	x	7	98	-3
11. CC1CCN(S(=O)(=O)c2cccc(C(=O)N(C)C3CCS(=O)(=O)C3)c2)CC1 (configuration not stated)
    -6	105	4	1	4	1.1	x	-4	99	1
12. O=C(Cc1ccc2c(c1)OCCO2)N1CCN(S(=O)(=O)c2cccs2)CC1
    -6	106	-6	1	17	1	-1.6	-17	107	2
13. CC(C)N1CCC(=NNc2ccc([N+](=O)[O-])cc2S(=O)(=O)N2CCOCC2)CC1
    -10	109	3	1.1	-16	1.2	-0.74	16	100	-7
14. c1ccc(-n2c(-c3ccncc3)nnc2-c2ccco2)cc1
    7	94	0	1.1	-1	1.1	x	1	104	-8
15. Cn1c(=O)[nH]c(=O)c2c1nc(NCCCn1ccnc1)n2CCOc1ccccc1
    9	92	7	1	-20	1.1	x	20	97	-4
16. O=c1[nH]c2sc3c(c2c(=O)n1Cc1ccccc1)CCC3
    0	100	6	1	12	1	x	-12	96	-5
17. COc1cc(CN2CCCC(CO)(Cc3ccccc3C)C2)cc2c1OCO2 (configuration not stated)
    19	81	2	1	8	1.2	0.61	-8	103	-3
18. CC(C)Cn1c(N)c(C(=O)CSc2nc3ccccc3c(=O)n2CCCN2CCOCC2)c(=O)n(C)c1=O
    7	92	6	1.1	8	1.1	0.58	-8	101	-8
19. COc1ccc(NS(=O)(=O)c2ccc(OC)c(NC(=O)CCC3CCCC3)c2)cc1
    -6	105	-7	1.1	-10	1	0.46	10	106	-6
20. Cn1c(N)c(C(=O)COC(=O)CCCc2c[nH]c3ccccc23)c(=O)n(C)c1=O
    -2	102	7	1.1	1	1.2	x	-1	102	-10
21. O=S(=O)(CCc1ccccc1)N1CCOCC1
    12	89	8	1.1	-15	0.85	x	15	98	-8
22. CC(NC(=S)NCCCN1CCOCC1)C1CC2CCC1C2 (configuration not stated)
    15	88	-1	1	12	0.88	-0.12	-12	105	-4
23. CNS(=O)(=O)c1ccc(NCC2COc3ccccc3O2)c([N+](=O)[O-])c1 (configuration not stated)
    -13	111	5	1.1	8	0.86	-0.019	-8	98	-8
24. CCOc1nnnc2c1sc1nc(N3CCOCC3)c3c(c12)CC(C)(C)OC3
    -7	106	10	x	1	x	-0.06	-2	95	x
25. Cc1ccc(SCc2nc3ccccc3n2CC(=O)Nc2c(C)cccc2C)cc1
    2	98	-4	1.1	23	0.86	-0.43	-23	110	-6
26. O=S(=O)(NC1=NCCC1)c1cccc(NC(=S)NCCc2ccccc2)c1
    -7	107	-3	1.1	10	1.1	0.83	-10	101	-7
27. O=C(Nc1ccc([N+](=O)[O-])cc1)c1nc[nH]c1C(=O)NC1CCCCC1
    -1	100	3	1.1	-17	1.1	x	17	100	-6
28. CC(C)(C)NC(=O)NC(=O)Cn1ccsc1=N
    1	99	9	1	2	1.3	-0.022	-2	95	-2
29. CC1=C(C(=O)OCc2ccccc2)C(c2ccoc2)C(C#N)=C(N)O1 (configuration not stated)
    16	86	10	1	19	1.1	x	-19	95	-1
30. Cc1ccsc1/C=N/N=C1\C(=O)Nc2ccccc21
    -21	119	2	0.8	-4	1.4	x	4	100	19
31. COc1ccc(N2C(=O)CC(Sc3nc(C)cc(C)c3C#N)C2=O)cc1 (configuration not stated)
    0	94	5	1.1	8	1.1	0.78	-8	98	-8
32. CC(=O)NC1(C(F)(F)F)NC(=O)N(c2ccc(F)cc2)C1=O (configuration not stated)
    -8	106	5	1.1	14	1	-0.94	-14	102	-12
33. COc1cc(/C=C2\SC(=O)N(CCNC(=O)c3sc4cc(F)ccc4c3Cl)C2=O)cc(OC)c1OC
    2	96	4	1.1	3	1.1	-1.5	-2	101	-6
34. Cc1ccc(C)c(/C(O)=C2\C(=O)C(=O)N(CCCN3CCOCC3)C2c2cccnc2)c1 (configuration not stated)
    12	89	5	1.1	3	1.4	0.94	-3	99	-8
35. COCCN(C(=O)c1csnn1)C(C(=O)NC(C)(C)C)c1cccc(OC)c1 (configuration not stated)
    -3	102	11	1	-20	1.5	0.14	20	94	-4
36. O=C1CCC(=O)N1N1C(=O)C2C3c4ccccc4C(c4ccccc43)C2C1=O (configuration not stated)
    -8	106	8	1	-11	1	1.1	11	100	2
37. CCCOc1ccccc1N/C(=N/c1nc(C)cc(C)n1)NC(=O)Nc1ccc(Cl)cc1
    2	98	6	1	1	0.77	x	-1	103	0
38. Cc1cc2ncn(C(=O)N3CCOCC3)c2cc1C
    -1	100	4	1.1	8	1.2	0.61	-8	99	-9
39. CCOC(=O)N1CCN(c2c(N3CCN(c4ccccc4OC)CC3)c(=O)c2=O)CC1
    11	91	-2	1	22	x	x	-22	101	2
40. CCCCC(=O)Nc1ccc(NC(=O)c2cnccn2)cn1
    -11	109	10	1	19	1.1	-0.99	-19	97	0
41. Cc1ccc(NC(=O)CN(C)CC(=O)Nc2cccc(F)c2)cc1[N+](=O)[O-]
    34*	67	47*	1.1	-3	1.1	0.17	2	65	-6
42. Cc1sc(NC(=S)NC(=O)c2cccs2)nc1-c1ccc(CC(C)C)cc1
    -2	102	3	1	-1	1.1	0.93	0	97	-1
43. O=c1cc(NCCO)c2ccccc2o1
    6	95	6	1.1	2	1.2	x	-2	97	-7
44. COC(=O)C1=C(C)N(C(C)c2ccccc2)C(=O)/C1=C\c1ccco1 (configuration not stated)
    7	93	5	1	-1	1.1	0.14	1	99	-1
45. NNC(=O)CNC(=O)CNS(=O)(=O)c1ccccc1
    -1	99	1	1	1	1.2	-0.16	-1	100	-4
46. C=CCSc1ncccc1C(=O)NCc1ccc(C)cc1
    9	92	-11	1	19	0.86	x	-19	113	-4
47. CCc1nnc(NC(=O)CN2CCN(c3cccc(OC)c3)CC2)s1
    -1	101	5	1	6	1	0.49	-6	97	-2
48. CC(C)c1ccc(NC(=O)c2csnn2)cc1
    -50	146*	45*	0.3	87	7.6*	-0.83	-86	64	68*
49. CC(C)(C)CNc1cc(N2CCCC2)ccc1[N+](=O)[O-]
    -6	105	-6	1	-1	1.1	x	1	115	-3
50. COc1ccc(CCNC(=O)CSc2ccc(-c3ccco3)nn2)cc1
    -3	103	-11	1	0	1.1	-0.059	0	108	1
51. O=C(NCC1CCCO1)c1c(O)c2cccc3c2n(c1=O)CCC3 (configuration not stated)
    2	98	7	1.1	4	1.4	-0.17	-4	95	-7
52. Clc1ccc(-c2nnc3n2CCCC3)cc1Cl
    5	96	11	1.1	18	1.1	x	-18	96	-8
53. O=C1CSC(c2ccccc2)N1c1nc(-c2ccc(Cl)cc2Cl)cs1 (configuration not stated)
    -2	102	6	1.1	6	1	x	-6	100	-7
54. O=c1c2ccccc2nc2ccccn12
    -17	114	16	0.9	10	1.6	0.23	-10	95	11
55. O=C1NC(=S)S/C1=C1\Sc2ccccc2N1CCCS(=O)(=O)O
    0	100	0	1	5	1.1	0.29	-5	101	3
56. Cc1ccc(C(=O)CCC2CCCCC2=O)cc1 (configuration not stated)
    -15	114	3	1	25	2	1	-26	102	3
